EWS-Fli inh – inhibitors of EWS/Fli oncoprotein transcriptional activity | A673 NR0B1-luciferase reporter, viability-normalised | inhibition, % at 12.6 µM | 0.67% of 350,000 active | AID 651661;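 active means mean inhibition of at least 50% after viability correction, with every replicate also passing that limit; inconclusive means mean reaches 50% but only one of two replicates passes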;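 further: firefly luciferase signal divided by Alamar Blue viability fluorescence both relative to DMSO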
LGR2 inh – inhibitors of bursicon-induced Drosophila LGR2 receptor cAMP signaling; 0.35% of 380,000 active; inhibition, % at 9.99 µM; HEK293 LGR2, CRE-luciferase, bursicon-stimulated, 4 h; AID 720647;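 active means drop in luminescence signal, shown as inhibition above about 50% in the replicate tests, limit read from the data, passing the limit was not always enough; inconclusive means probably only some replicates passing the limit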;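 further: agonist challenge used bursicon conditioned medium at about half maximal strength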
CASP6 VEID inh – caspase-6 (human) enzyme inhibition. P55212. inhibition, % at 12.5 µM. purified caspase-6, Z-VEID-R110 cleavage fluorescence. 0.53% of 350,000 active. AID 686996;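 active means mean inhibition across replicates at least about 35%, with every replicate also reaching that limit, limit read from the data; inconclusive means only one of the two criteria met; inactive means neither criterion met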;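 further: 0% = median of neutral control wells and 100% = no fluorescence left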
Target sequence (P55212 24-179 limits assumed): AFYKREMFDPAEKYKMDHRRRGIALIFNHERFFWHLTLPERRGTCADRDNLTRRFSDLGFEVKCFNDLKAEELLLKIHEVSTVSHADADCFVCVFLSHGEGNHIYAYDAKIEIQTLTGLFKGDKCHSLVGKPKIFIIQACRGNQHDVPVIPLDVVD
Target sequence (P55212 194-293 limits assumed): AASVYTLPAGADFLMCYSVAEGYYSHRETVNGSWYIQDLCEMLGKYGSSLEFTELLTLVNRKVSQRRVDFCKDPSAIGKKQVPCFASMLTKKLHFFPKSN
PAX8 inh HTS – PAX8 transcriptional activity inhibition; 1.2% of 360,000 active; AID 652154; inhibition, % at 12.6 µM; RMG-I TPO-luciferase reporter, SteadyGlo, 24 h;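 active means mean replicate inhibition at least 60% with every replicate also reaching 60%; inconclusive means only one of the two criteria is met; inactive means mean below 60% and not all replicates reaching 60%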;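 further: luciferase light reporting Pax8 driven TPO promoter activity; plate controls were median of neutral control wells for no effect and mitoxantrone controls for full effect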
ARNT-TACC3 inh – disruptors of human ARNT/TACC3 interaction. Q9Y6A5. AlphaScreen His-ARNT PAS-B/GST-TACC3 binding, luminescence; TACC3 fragment carries E629A point mutation. inhibition, % at 9.99 µM. 0.66% of 390,000 active;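 active means mean inhibition of replicates at least 50% and at least half of replicates each reaching 50%; inconclusive means half or more replicates reach 50% but mean below 50%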;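 further: 0% = complete ARNT plus TACC3 wells and 100% = ARNT alone without TACC3; many hits fall short of the cut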
DENV2 CPE rescue – DENV2-induced cell death inhibition | DENV2-infected cells, cytopathic effect rescue, plate reader | CPE inhibition, % at 9.99 µM | 1.7% of 350,000 active; in the data active means CPE inhibition above about 20%, passing the limit was not always enough; inconclusive means no clear call, values can overlap the other calls; tested in BHK-21 cells;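 further: 0% = median of neutral control wells and 100% = median of positive control wells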
SIRT5 inh – sirtuin-5 (human) deacylase inhibition | Q9NXA8 | AID 652115 | Purified SirT5, succinyl-peptide AMC, trypsin-coupled fluorescence | 1.1% of 330,000 active | inhibition, % at 15 µM; in the data active means inhibition above about 15%; inconclusive means no clear call, values can overlap the other calls
Target sequence (Q9NXA8 whole entry, looked up): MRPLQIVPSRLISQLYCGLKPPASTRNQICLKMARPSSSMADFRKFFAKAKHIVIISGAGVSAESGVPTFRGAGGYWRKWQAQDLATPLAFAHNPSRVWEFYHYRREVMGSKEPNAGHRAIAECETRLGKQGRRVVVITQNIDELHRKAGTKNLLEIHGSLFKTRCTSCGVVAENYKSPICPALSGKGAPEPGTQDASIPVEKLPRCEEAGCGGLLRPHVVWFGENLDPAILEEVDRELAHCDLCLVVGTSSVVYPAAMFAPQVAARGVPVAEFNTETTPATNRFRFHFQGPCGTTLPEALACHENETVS
* hit, by the source's call; ? = inconclusive; nt = not tested or not shown; & = joins results of further samples.

SMILES	EWS-Fli inh	LGR2 inh	CASP6 VEID inh	PAX8 inh HTS	ARNT-TACC3 inh	DENV2 CPE rescue	SIRT5 inh
CO[C@@H]1CN(C)C(=O)c2cc(NC(C)=O)ccc2OC[C@H](C)N(Cc2ccccc2C(=O)O)C[C@@H]1C	6	7	0	-1	-3	0	-4
CCOc1ccc(NC(=O)Nc2ccc3nsnc3c2)cc1	-60	-37	-1	-91	-7	-10	-2
O=C(CSc1nc(-c2ccco2)cc(C(F)(F)F)n1)NC1CCCC1	-2	8	-1	16	-5	-1	-1
CC(C)(C)[S@@](=O)N1Cc2cc(C(=O)NC3CCC3)nc(-c3cccc(Br)c3)c2[C@H]1CCO	5	-11	3	15	nt	-8	0
COc1cccc(-c2ccc(SCc3ccccn3)nn2)c1	-73	-57	-4	-106	-5	nt	-1
CN(C)CC(=O)Nc1ccc2c(c1)[C@@H]1C[C@H](CC(=O)NCc3ccncc3)O[C@H](CO)[C@@H]1O2	2	11	-4	-11	-9	-2	-7
Clc1nc(NC2CCCCC2)c2cn[nH]c2n1	-10	-10	-4	-22	1	?	0
CSc1ccccc1C(=O)C1CCCN(C(=O)c2ccc(N3CCOCC3)cc2)C1 (centres undefined)	-17	-8	0	-7	3	7	-2
S=C(NCc1ccc2c(c1)OCO2)Nc1ccc2nsnc2c1	-8	-42	4	5	-10	-2	-1
CN(CC(=O)Nc1ccc(Cl)c(C(F)(F)F)c1)C(=O)c1cccc(N2C(=O)CCC2=O)c1	-5	5	4	10	2	-10	4
COc1ccc(S(=O)(=O)N2CCCCC2)cc1NC(=O)CCC(=O)N1CCC(c2ccccc2)=N1	9	25	4	1	6	-11	-31
Cc1c(C(=O)N2CCC2)oc2ccc(Cl)cc12	-16	3	-32	-27	-5	-7	nt
CCNC(=O)C[C@H]1CC[C@@H](NC(=O)C2CC2)[C@@H](CO)O1	-1	-13	-2	-23	-12	-2	0
Cc1cc2c(cc1C)C(c1ccccc1OC(C)C)CC(=O)N2 (centres undefined)	33	-9	0	-48	-6	-1	-2
CCCNC(=O)Nc1ccc2c(c1)C(=O)N(C)[C@H]1CC[C@H](CC(=O)Nc3cccc(C)c3)O[C@@H]1CO2	0	-7	-1	2	6	3	-3
C/C(=N/OC(=O)c1c(-c2c(F)cccc2Cl)noc1C)c1cnccn1	5	32	1	15	10	0	1
CN(C)S(=O)(=O)c1cc(NC(=O)CN2CCN(c3ccc(O)cc3)CC2)ccc1Cl	-8	0	1	11	-3	-4	1
COc1ccc(OC)c(N(CC(=O)Nc2cccnc2)S(=O)(=O)c2ccc(C)cc2)c1	14	10&12	1	nt	-7	0	2
NC(=O)CSc1nnc2n(N)c(=O)c3ccccc3n12	1	-12	0	-12	5	-4	-1
O=C(O)c1cscc1Cc1cccs1	2	-4	-1	-9	nt	8	nt
CCCC#Cc1ccc([C@@H]2[C@H](CO)N3C(=O)CN(C(=O)c4cccnc4)C[C@@H]23)cc1	9	6	0	nt	nt	8	-3
COc1cccc(-c2ccc([C@@H]3[C@@H](CO)N(C(=O)c4ccccn4)[C@H]3C#N)cc2)c1	-17	-8	1	-77	24	6	0
Cc1noc(C)c1NC(=O)N(C)C[C@H]1OCCCC[C@@H](C)Oc2ccc(NS(=O)(=O)c3cn(C)cn3)cc2C(=O)N([C@H](C)CO)C[C@H]1C	-2	6	nt	-9	-1	-14	nt
COCCN(CCOC)c1nc(-c2ccc([N+](=O)[O-])cc2)nc2ccccc12	1	8	1	-1	0	-7	-8
Cc1ccccc1OCC(=O)OCC(=O)Nc1ccc(S(N)(=O)=O)cc1	-2	-25	14	-2	nt	-5	8
CCNC(=O)c1cc2c(c(-c3cccc(-c4cccc(C(=O)N(C)C)c4)c3)n1)[C@H](CCO)N([S@@](=O)C(C)(C)C)C2	6	3	0	1	2	1	-1
CCCCN(C(=O)Cc1cccc(F)c1)c1c(N)n(CCC)c(=O)[nH]c1=O	-5	-6	-3	6	-4	nt	-3
CC(CCc1ccccc1)NC(=O)c1cnc(Cl)c(Cl)c1 (centres undefined)	8	-16	-3	-6	-8	-1	-7
N#Cc1cc(NC(=O)c2ccc(Cl)cc2)ccc1Sc1ccccc1	-10	4	-4	28	-20	-12	-1
Cc1ccc(C(=O)COC(=O)c2ccc(-c3cnc4ccccc4n3)cc2)cc1C	-18	-35	3	36	-8	-6	-3
O=C(CN1CCOCC1)NC[C@@H]1[C@@H](c2ccccc2)[C@@H](CO)N1CC1CC1	nt	-3	1	nt	nt	-5	-3
COC(=O)c1ccc(COc2cc([N+](=O)[O-])cc3cccnc23)o1	2	-19	38*	36	7	7	-1
COc1cccc(-c2ccc(C3=CC(=O)CC(C)(C)C3=O)cc2)c1OC	-35	-20	0	4	nt	-10	0
N#CCCN(C(=O)COC(=O)CCN=C1NS(=O)(=O)c2ccccc21)c1ccc(F)cc1	-2	6	-2	-16	-7	12	0
O=S(=O)(c1ccccc1F)N1CCCCN2[C@H](C1)[C@@H](c1ccc(-c3cccnc3)cc1)[C@@H]2CO	nt	-13	nt	6	-14	nt	3
Cc1nnc2n(c1=O)C(CS(=O)(=O)c1ccc3ccccc3c1)CS2 (centres undefined)	6	11	1	17	1	1	-2

3 records picked at random from the list so far:
SMILES	EWS-Fli inh	LGR2 inh	CASP6 VEID inh	PAX8 inh HTS	ARNT-TACC3 inh	DENV2 CPE rescue	SIRT5 inh
COc1cccc(-c2ccc(C3=CC(=O)CC(C)(C)C3=O)cc2)c1OC	-35	-20	0	4	nt	-10	0
CCNC(=O)c1cc2c(c(-c3cccc(-c4cccc(C(=O)N(C)C)c4)c3)n1)[C@H](CCO)N([S@@](=O)C(C)(C)C)C2	6	3	0	1	2	1	-1
Cc1ccc(C(=O)COC(=O)c2ccc(-c3cnc4ccccc4n3)cc2)cc1C	-18	-35	3	36	-8	-6	-3

Later entries:
SMILES	EWS-Fli inh	LGR2 inh	CASP6 VEID inh	PAX8 inh HTS	ARNT-TACC3 inh	DENV2 CPE rescue	SIRT5 inh
O=C(N/N=C/c1ccccn1)c1ccc([N+](=O)[O-])cc1	-7	3	0	6	35	-2	0
O=C(C[C@@H]1C=C[C@H](NC(=O)Nc2ccc(C(F)(F)F)cc2)[C@@H](CO)O1)NCc1cc(F)cc(F)c1	2	11	0	6	8	4	9
CC(C)OP(=O)(OC(C)C)C(C)NC(=O)Cc1ccccc1 (centres undefined)	-2	23	-1	0	-14	1	0
COc1ccccc1S(=O)(=O)N(C)C[C@H]1Oc2cc(C#CCC3CCCC3)ccc2S(=O)(=O)N([C@@H](C)CO)C[C@H]1C	22	22	-4	77*	17	14	16*
Cc1nc2ccc(C(=O)NCCc3c[nH]c4ccccc34)cn2c1N(C)C(=O)CCc1ccccc1	3	17	-4	3	nt	16	nt
CC(C)c1nnc(NC(=O)CCC(=O)Nc2ccc(F)cc2)s1	nt	-11	5	nt	1	nt	-2
COC(=O)c1ccc(N2NC(=O)/C(=C/c3ccc(OC)c(OC)c3)C2=O)cc1	-3	-34	1	30	1	-4	4
CCOc1cc(/C=N/NC(=O)C(=O)Nc2cc(Cl)ccc2C)ccc1O	1	4	0	-183	nt	-2	-5
Cn1nnnc1SCC(=O)Nc1sccc1C(N)=O	-11	7	-1	nt	-2	4	-1
NC(=O)c1ccsc1NC(=O)CCS(=O)(=O)c1ccc(F)cc1	4	-4	1	35	2	5	-4
Cc1nn(Cc2ccc(C(=O)N3CCN(C(=O)c4ccco4)CC3)o2)c(C)c1[N+](=O)[O-]	nt	-4	2	4	-7	0	-4
C/C=C/c1cnc2c(c1)C(=O)N([C@@H](C)CO)C[C@@H](C)[C@@H](CN(C)C(=O)Cc1ccccc1)O2	-1	5	-1	nt	0	-8	2
C[C@@H](O)C#Cc1ccc2c(c1)O[C@H](CN(C)Cc1ccncc1)[C@@H](C)CN([C@@H](C)CO)S2(=O)=O	-11	13	4	nt	7	13	1
CCCNC(=O)C[C@H]1CC[C@@H]2[C@H](COC[C@@H](O)CN2Cc2ccccc2F)O1	0	-15	3	23	-5	-7	-1
O=C(c1ccc(S(=O)(=O)N2CCCC2)cc1)N1CCN(c2cccc(Cl)c2)CC1	nt	11	-2	11	-4	-5	-1
COC(=O)c1c(NC(=O)COC(=O)c2ccc(Cl)cc2[N+](=O)[O-])sc2c1CCCCC2	3	-5	-1	9	1	-4	-2
CC(C)NC(=O)c1csc([C@@H]2O[C@H](CO)[C@H](O)[C@H](O)[C@H]2O)n1	-2	9	3	0	nt	?	nt
COc1ccccc1N(CC(=O)Nc1ccccc1C(=O)NC(C)C)S(C)(=O)=O	nt	-3	0	nt	1	nt	3
Cc1cccc(-c2ccc([C@@H]3[C@H]4CN(S(=O)(=O)c5cccc(C)c5)CCCCN4[C@H]3CO)cc2)c1	9	-7	-1	-8	8	-2	6
O=C(O)c1ccc(-n2ccnc2)c([N+](=O)[O-])c1	nt	33	nt	-12	5	nt	nt
COc1cccc(-c2ccc([C@H]3[C@@H](CO)N4CCCCN(CC5CC5)C[C@@H]34)cc2)c1	10	14	-2	-10	4	-10	-1
COc1ccc(S(=O)(=O)N(C)C[C@H]2Oc3ccc(NC(=O)CCCCCC(=O)Nc4ccccc4N)cc3C(=O)N([C@H](C)CO)C[C@@H]2C)cc1	-6	-6	1	8	nt	-2	nt
CCOc1ccccc1N(CC(=O)NCCSCc1ccco1)S(=O)(=O)c1ccccc1	nt	1	3	8	2	?	-4
O=C(NCCc1cn2ccccc2n1)c1ccccc1F	nt	-7	-1	nt	12	nt	-1
O=C(COc1ccc(Cl)cc1)Nc1nc(-c2ccncc2)cs1	nt	7	-2	-13	-2	?	3
Cc1noc(C)c1NC(=O)Nc1ccc2c(c1)C(=O)N([C@@H](C)CO)C[C@@H](C)[C@@H](CN(C)S(=O)(=O)c1ccc(Cl)cc1)OCCCC[C@H](C)O2	nt	-4	-1	-1	4	-8	4
Cc1ccc(N(CC(=O)Nc2ccc3c(c2)OCCO3)S(C)(=O)=O)cc1	-47	nt	0	-80	-2	2	-2
O=C(c1ccncc1)N1CC(=O)N2[C@H](CO)[C@H](c3ccc(-c4ccccc4)cc3)[C@H]2C1	3	-10	0	-4	nt	3	2
Cc1ccc(S(=O)(=O)N2C[C@@H](O)COC[C@@H]3O[C@H](CC(=O)NCc4ccc5c(c4)OCO5)CC[C@H]32)cc1	-1	12	-4	7	6	nt	7
C[C@@H]1CN([C@H](C)CO)C(=O)Cc2cc(NC(=O)NC3CCCCC3)ccc2O[C@H]1CN(C)C(=O)Nc1ccc2c(c1)OCO2	-8	-2	1	-25	-38	0	7
COC(=O)c1cc(-c2ccc(Br)cc2)c2c(=O)[nH]c(=O)n(C)c2n1	0	9	0	-10	32	0	-6
CCOC(=O)N1CCN(C(=O)c2c(Cl)cnn2C)CC1	-5	5	-9	-1	6	?	-4
O=C1N/C(=C/c2ccc(Br)cc2)C(O)=C1C=NCc1ccccc1	7	-15	0	5	-5	-6	-4
O=C(N[C@H]1CC[C@@H](CCNC(=O)C2CCCCC2)O[C@@H]1CO)c1ccccn1	15	23	0	-1	4	-9	-1
O=C(O)c1cc(-c2ccccc2Cl)n(-c2cccc(Cl)c2)n1	-6	-9	3	10	-5	4	-5
Nc1ncnc2c1ncn2C1CCC(CO)C(O)C1 (centres undefined)	-4	-1	6	nt	-1	9	0
CN1c2ccc(C#Cc3cccnc3)cc2[C@H]2[C@H](CCN2S(=O)(=O)c2ccccc2F)[C@@H]1CO	7	-37	0	-26	-3	10	-3
CCOC(=O)C1CCN(C(=O)COC(=O)CNS(=O)(=O)c2ccc(SC)c([N+](=O)[O-])c2)CC1	6	4	1	7	-3	-1	-4
CC(C)C[C@H]1COc2c(Cl)cccc2S(=O)(=O)N1Cc1cccc(Cl)c1	-6	-2	0	8	nt	20	-1
CSc1ncc(Cl)c(C(=O)Nc2cc(C)ccc2C)n1	-4	-5	-2	1	3	1	0
O=C(Nc1ccc(Nc2ccccc2)cc1)c1c(Cl)cccc1Cl	4	15	5	-5	-38	-14	3
Cn1c(C2CCCCC2)nc2c1c(=O)[nH]c(=O)n2Cc1ccccc1	-12	-4	0	-10	-5	14	-2
Cc1ccc(NS(=O)(=O)c2cc(C(=O)NCCCN(C)C)ccc2Cl)cc1Cl	-6	4	-5	-7	0	1	2
CNS(=O)(=O)c1cccc2nsnc12	1	-27	5	-2	-21	-4	-2
